Compound activity deposited in PubChem BioAssay by several laboratories.
TWEAK-Fn14 inh = inhibitors of TWEAK-Fn14 signaling, primary screen, luciferase reporter cells, uHTS | actives 2% (n = 360,000) | inhibition, % at 10 µM | TWEAK-stimulated Fn14 reporter cells, luciferase luminescence, 8 h; in the data active = inhibition above about 50%
KKLEB cytotox = cytotoxicity in KKLEB CF airway cells, primary screen, cytotoxicity control for CF NF-kB inhibitor project, cell-based, uHTS, fluorescence assay plates | activity change (cytotoxicity), % at 5 µM | AID 602141, 2011 | KKLEB CF airway cells viability, ATPlite luminescence, overnight; active compounds read low; cells stimulated with P. aeruginosa culture filtrate | actives 0.36% (n = 360,000);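 active = corrected activity change at or below -50% at 5 µM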
TRPM1 prom inh = inhibitors of MITF-dependent TRPM1 promoter reporter, primary screen, cell-based, SK-MEL-5, single point, luciferase | SK-MEL-5 TRPM1 promoter luciferase, 24 h | inhibition, % at 12.5 µM | actives 0.83% (n = 330,000) | AID 488899, 2010;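 active = mean inhibition across replicates of 60% or more, whatever share of single replicates reaches that level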; note: values of inactives mirror those of a sister screen read the other way
NR2E3 ag-1 = inhibitors of NR2E3-RetCOR corepressor binding, primary screen, NR2E3 agonist project, biochemical, TR-FRET, GST-NR2E3, biotin-RetCOR. 1536-well. inhibition of corepressor binding, % at 4.78 µM. actives 0.12% (n = 320,000). Photoreceptor-specific nuclear receptor (Homo sapiens), Q9Y5X4. AID 2300, 2010;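 active = percent inhibition above the cutoff of mean plus 3 SD of all tested compounds, set per screening campaign, cut at about 20% in these data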;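 note: 0% = DMSO wells and 100% = biotin wells as full block of FRET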
Target sequence (Q9Y5X4 whole entry, looked up): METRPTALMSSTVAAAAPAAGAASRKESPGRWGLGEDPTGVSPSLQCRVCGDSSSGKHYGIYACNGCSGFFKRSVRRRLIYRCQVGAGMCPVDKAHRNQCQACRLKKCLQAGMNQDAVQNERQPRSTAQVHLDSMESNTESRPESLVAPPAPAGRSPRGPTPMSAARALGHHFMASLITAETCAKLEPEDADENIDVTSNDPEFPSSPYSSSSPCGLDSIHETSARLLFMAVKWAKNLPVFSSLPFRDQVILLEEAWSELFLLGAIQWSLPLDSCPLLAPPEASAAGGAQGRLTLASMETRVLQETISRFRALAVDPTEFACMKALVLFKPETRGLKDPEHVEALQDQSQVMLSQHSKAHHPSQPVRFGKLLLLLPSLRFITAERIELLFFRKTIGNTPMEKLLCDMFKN
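Material: NR2E3–RetCOR corepressor complex | Quantity: 1.35 nM GST-tagged NR2E3 final | Schedule: 5 h at 4 °C | Replication: Singlicate compound wells | Reagent: RetCOR corepressor, biotinylated, 7 nM | Controls: Biotin wells as high control, 0.6% DMSO wells as low control | Signal: TR-FRET, Eu(K)-anti-GST donor, streptavidin-D2 acceptor, ex 340, em 617/671 nm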
Shn3 3UTR inh = reduction of Shn3 3'UTR firefly luciferase signal, primary screen, Schnurri-3 inhibitor project, cell-based, Clone20 osteoblasts, set 2; inhibition, % at 12.5 µM; actives 0.52% (n = 360,000); Clone20 osteoblast Shn3 3'UTR firefly luciferase, 24 h;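 active = mean inhibition of at least 75% with every replicate also reaching 75%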;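 note: 0% = median of neutral control wells and 100% = pilot-screen positive control compound; some compounds past the cut are filed as inactive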
Peg3 promoter = Peg3 promoter-driven luciferase inhibitors, primary screen, cell-based, HeLa, luciferase luminescence. actives 1.7% (n = 360,000). inhibition, % at 20 µM. HeLa PEG-Prom luciferase reporter, overnight;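 active = inhibition of at least 50% at 20 µM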
HIF-2a block = HIF-2a reporter inhibitors, primary screen, luminescence, 786-0 RCC cells; 786-0 RCC cells HIF-2a reporter, luciferase luminescence, overnight; inhibition, % at 18.8 µM; actives 0.72% (n = 360,000); AID 624352, 2012;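 active = inhibition of the luminescence signal of 40% or more relative to plate controls, in a single-dose primary screen at 18.75 µM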
NR2E3 ag-2 = NR2E3 agonists in two-hybrid cells, primary screen, cell-based, luminescence, CHO-S, Gal4-NCOR/VP16-NR2E3 | luciferase | inhibition of corepressor binding, % at 3.98 µM | actives 0.35% (n = 360,000) | AID 602229, 2012;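 active = inhibition above the mean of all tested compounds plus 3 SD, cut at about 70% in these data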;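 note: 0% = DMSO with NR2E3 transfected cells and 100% = cells lacking NR2E3 construct; higher means lower luciferase signal from less NR2E3 corepressor binding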
CF NFkB block = inhibitors of PAF-induced NF-kB signaling, primary screen, cell-based, GFP fluorescence, uHTS | KKLEB NF-kB-GFP reporter, GFP fluorescence overnight | inhibition, % at 5 µM | actives 0.86% (n = 360,000) | AID 588850, 2011;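 active = at least 50% inhibition at 5 µM, scaled per plate between neutral and stimulator controls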;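 note: PAF is a Pseudomonas aeruginosa culture filtrate used as stimulus; plate controls were PAF-stimulated DMSO wells for no effect and unstimulated DMSO wells for full effect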
hiPSC survival = enhancers of single-cell hiPSC survival, primary screen, ATPlite luminescence | survival enhancement, % at 20 µM | 100% = ROCK inhibitor wells, 0% = DMSO | actives 0.044% (n = 360,000); in the data active = survival enhancement above about 18%;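 note: cells exposed to compounds for 16 hours before the ATP read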
aDG glyco act = activators of alpha-DG glycosylation, primary screen, uHTS, Pro5-aDG cells, AlphaScreen; actives 0.22% (n = 360,000); AID 624168, 2012; alpha-DG glycosylation AlphaScreen (IIH6); 0% Pro5, 100% B10-LARGE cell signal; activation, % at 10 µM;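 active = activation of at least 8% versus controls, or a plate z-score of at least 8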;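 note: Pro5 are CHO cells carrying HIG-tagged alpha-DG that lacks glycosylation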
The depositor's hits bear a star; x = no result given; & = joins results of further samples.

SMILES	TWEAK-Fn14 inh	KKLEB cytotox	TRPM1 prom inh	NR2E3 ag-1	Shn3 3UTR inh	Peg3 promoter	HIF-2a block	NR2E3 ag-2	CF NFkB block	hiPSC survival	aDG glyco act
CCNC(=O)OCc1cn(-c2ccc(Cl)cc2)nn1	13	1	-11	1	9	10	5	-14	-2	15	-0.2
C[C@@H]1CN([C@H](C)CO)C(=O)CCCn2cc(nn2)CO[C@H]1CN(C)S(=O)(=O)c1ccc(C#N)cc1	-19	-2	x	x	-16	-5	2	-26	8	-0.8	-0.1
CN1C(C(=O)NCCc2cccs2)CC2Cn3c(nc4ccccc43)C21 (centres undefined)	10	-1	2	-3	8	16	1	23	28	3.4	-0.2
COc1ccc2c(c1)C(O)C(CO)C(C(=O)O)C2 (centres undefined)	15	-2	1	x	-9	10	6	3	1	-1.0	-0.2
CCc1nnc(SCC(=O)Nc2ccc(N3CCN(S(C)(=O)=O)CC3)cc2)o1	3	14	-3	1	-9	4	12	-15	-6	-0.7	0.2
COc1cc(CCC(=O)NC2(C)CCS(=O)(=O)C2)cc(OC)c1OC (centres undefined)	1	-2	1	7	-19	8	3	8	-4	-0.3	0.0
Cc1cccc(NC(=O)CNC(=O)CNC(=O)Cc2ccccc2)c1	2	2	10	1	11	4	-5	-3	-1	-0.2	-0.3
C/C(=N\NC(=O)C(=O)N/N=C(\C)c1cccc(O)c1)c1cccc(O)c1	-11	12	-2	5	7	3	-4	-2	-8	1.7	0.2
COC(=O)[C@@H]1[C@H]2C[C@H]3c4[nH]c5ccccc5c4CCN3C[C@@H]2CC[C@@H]1O	-25	-3	-7	5&-4	-12	-8	0	-14	2	8.6	-0.2
CCOc1ccc(S(=O)(=O)N2CCN(CCNS(=O)(=O)c3ccc(C)cc3)CC2)cc1	7	-3	7	x	-13	9	-2	2	5	-0.4	0.1
COc1cccc(N=Nc2ccc3cccnc3c2O)c1	-130	5	43	-2	90*	-16	-70	-1	-25	-0.4	-0.7
Cc1ccc2nc3c(cc2c1)c(NC(=O)c1ccccn1)nn3CC(C)C	12	19	-20	1	11	-11	-77	-3	-20	0.1	1.9
O=C(NCC(O)c1ccc([N+](=O)[O-])cc1)C1=COCCO1 (centres undefined)	-2	-4	-7	x	7	3	14	-21	11	-2.2	-0.2
O=C(COC(=O)/C=C/c1ccccc1[N+](=O)[O-])NCC1CCCO1 (centres undefined)	6	-3	4	5	-27	16	18	-28	-8	-0.5	0.7
COc1ccc(CCNC(=O)C2CCCN(S(=O)(=O)N3CC(C)CC(C)C3)C2)cc1OC (centres undefined)	-6	-17	-2	-1	0	0	8	-19	13	-0.2	0.0
Cn1nnc2cc(C(=O)Nc3ccc4ccccc4c3)ccc21	-12	5	-80	2	-77	-324	-234	-112	-19	-2.4	0.3
O=C(Nc1ccsc1C(=O)NC1CC1)c1ccccc1	24	-10	8	-2	15	4	-22	-9	0	0.7	0.2
O=C(COC(=O)c1ccco1)Nc1cccc(S(=O)(=O)N2CCOCC2)c1	-11	6	x	x	-8	-3	5	-37	4	0.6	0.1
Cc1ccc(N=Cc2cc3c(cc2O)OC(N)=C(C#N)C3c2ccccc2)cc1 (centres undefined)	3	18	42	14	32	-8	35	-6	54*	0.8	0.1
Cc1ccc(S(=O)(=O)NCC(=O)N/N=C/c2ccc(Cl)cc2Cl)cc1	-8	4	-7	0	20	18	9	6	-4	0.1	-0.2
CC(=O)NC1CCN(CC(=O)Nc2nccs2)CC1	-8	23	-5	0	0	3	18	-28	-5	-0.6	0.0
CCCCn1c(=O)[nH]c2nc3cc(NC(C)=O)ccc3nc2c1=O	-1	8	8	2	-25	-4	2	34	-5	-0.7	-0.2
OCCN1CCN(CC/C=C2/c3ccccc3Sc3ccc(C(F)(F)F)cc32)CC1	-8	-21	-20	-4	-12	45	-22	-22	26	-0.9	0.3
CCCCn1c(SCc2cccnc2)nc2c1c(=O)n(C)c(=O)n2C	1	13	8	-1	67	16	13	-12	9	-1.3	-0.2
CCCCOC(=O)C(C)Nc1n[nH]c(=O)[nH]c1=O (centres undefined)	12	0	-7	5	-18	2	16	-21	3	-2.2	-0.2
COc1ccc(N2CCN(C(=O)c3ccc(C(C)(C)C)cc3)CC2)cc1	-2	-4	-2	2	9	10	-10	-8	2	-0.8	0.5
COc1cccc(C2Nc3cc(Cl)c(S(N)(=O)=O)cc3S(=O)(=O)N2)c1 (centres undefined)	-2	-7	2	-1	-3	11	20	-10	-5	0.5	-0.2
O=C(CC1C(=O)NCCN1C(=O)Nc1ccc(F)cc1F)Nc1cc(Cl)ccc1Cl (centres undefined)	-8	9	-7	-3	-1	11	13	4	-4	0.7	-0.1
COC(=O)c1ccc(CN2C(=O)NC3(CCCCC3)C2=O)cc1	-30	-6	-43	2	-12	-110	-196	-23	20	-0.3	0.0
O=C1CCCc2c1cc(C(=O)NCc1ccco1)c(=O)n2-c1ccc(Cl)cc1	8	-7	18	4	5	0	17	-21	-7	0.7	0.1
NC1=NC[C@@H](Cc2ccc(O)cc2)N1CCCCC1CCCCC1	1	-16	15	1	12	8	13	-2	18	0.9	-0.4
Cc1csc(NC(=O)CSc2nnc(-c3ccc(S(=O)(=O)N4CCCC4)cc3)o2)n1	4	7	2	2	-10	15	-9	-10	1	3.8	0.0
COc1ccc(/C=C2\N=C3CCCCCN3C2=O)cc1OC	-3	-6	-6	-2	4	3	-11	-8	7	-1.5	0.1
CC(C)Cc1cc(C(C)(C)C)ccc1OC(=S)N(C)C	7	8	3	5	19	-22	9	11	3	-1.4	0.1
Nc1ccc2nc(SCC(=O)N3CCOCC3)sc2c1	-18	-3	-14	0	-13	-130	-114	-38	7	0.1	-0.1
CCC(CO)Nc1ccn2nc(-c3cccc(Cl)c3)cc2n1 (centres undefined)	9	5	x	x	-25	-313	-316	-111	-32	-2.8	-0.3
CCC(=O)Nc1ccc(NC(=O)CSc2nnnn2CC)cc1C	-14	-1	-7	-1	-4	-6	-25	-21	0	0.7	-0.3
COCCn1nnnc1C(c1ccc(OC)cc1)N1CCN(C(=O)c2ccco2)CC1 (centres undefined)	-16	-2	-2	3	9	11	1	-7	-10	-0.7	0.0
Cc1cc(C)nc(NCCO)n1	4	2	8	3	-22	3	2	4	8	-0.3	-0.5
Cc1ccc(C)c(NC(=O)/C(C#N)=C/c2cn(CC(=O)NCc3ccco3)c3ccccc23)c1	-45	-45	57	2	57	51*	5	-4	28	-0.7	-0.4
NC(=O)SCC(=O)Nc1ccccc1C(=O)O	-8	1	-8	-2	-13	6	13	-21	7	-0.4	0.1
O=C(COC(=O)c1ccc(Cl)nc1)NCCc1ccccc1	-2	4	-5	x	-25	0	9	-17	14	0.3	-0.2
CC12CCC(c3c(C(=O)Nc4nccs4)nn(-c4ccccc4)c31)C2(C)C (centres undefined)	37	6	8	1	27	35	16	-20	-6	-2.1	0.2
Cc1nc(C(=O)NNC(=O)c2ccc(Cl)cc2)c(C(F)(F)F)o1	-2	-9	-1	-3	x	24	6	-20	-8	0.5	0.1
CC(C)(C)c1ccc(-c2nc(C=O)c3ccccn23)cc1	-18	-2	6	1	-12	-58	-104	-42	9	0.9	0.7

Given in markdown: entries from further up.
| structure | TWEAK-Fn14 inh | KKLEB cytotox | TRPM1 prom inh | NR2E3 ag-1 | Shn3 3UTR inh | Peg3 promoter | HIF-2a block | NR2E3 ag-2 | CF NFkB block | hiPSC survival | aDG glyco act |
| --- | --- | --- | --- | --- | --- | --- | --- | --- | --- | --- | --- |
| CCNC(=O)OCc1cn(-c2ccc(Cl)cc2)nn1 | 13 | 1 | -11 | 1 | 9 | 10 | 5 | -14 | -2 | 15 | -0.2 |
| C[C@@H]1CN([C@H](C)CO)C(=O)CCCn2cc(nn2)CO[C@H]1CN(C)S(=O)(=O)c1ccc(C#N)cc1 | -19 | -2 | x | x | -16 | -5 | 2 | -26 | 8 | -0.8 | -0.1 |

Carrying on:
SMILES	TWEAK-Fn14 inh	KKLEB cytotox	TRPM1 prom inh	NR2E3 ag-1	Shn3 3UTR inh	Peg3 promoter	HIF-2a block	NR2E3 ag-2	CF NFkB block	hiPSC survival	aDG glyco act
O=C(c1ccsc1)N1CCCC(Nc2cccc(F)c2)C1 (centres undefined)	10	-17	1	2	3	-7	-20	-15	17	0.0	0.0
O=C(CSc1nnc2c(n1)[nH]c1ccc(F)cc12)N1CCOCC1	-2	1	-10	4	-4	-6	-4	-36	-1	-0.5	-0.1
COc1ccc(CSc2nnnn2-c2ccccc2)cc1	-10	1	-17	1	8	1	-26	-16	8	-3.5	0.0
CCc1cccc(CC)c1N1C(=O)COCC1=O	-15	2	x	x	-7	-2	9	-4	-8	3.6	0.0
CCC(C(=O)NC1CCCCC1)n1c2ccccc2c2nc(=O)cc(C)n21 (centres undefined)	30	-8	14	-2	0	42	10	-11	-8	-0.5	-0.1
CC/C=C\C/C=C\C/C=C\CCCCCCCC(=O)O	9	6	7	2	2	14	11	-22	-18	5.4	0.0
NC(=O)C1CCN(CC(=O)Nc2cccnc2Cl)CC1	-5	-1	6	-2	-2	3	23	-7	12	-0.6	-0.3
CCN(CC)C(=O)C(=O)c1cn(CCOc2ccccc2)c2ccccc12	4	-7	20	0	0	13	0	-16	-12	-0.5	0.5
CCN1C(=O)[C@H]2[C@@H](c3ccccc3)N[C@]3(CCCN(Cc4ccc(C)cc4)C3=O)[C@H]2C1=O	2	-6	x	x	18	20	-10	-22	-3	-2.4	-0.1
O=C(O)/C=C/C(=O)c1ccc(O)cc1	-17	12	12	0	-2	5	0	-24	1	-0.5	0.0
Cc1cc(=O)[nH]c(-c2ccc(Cl)cc2)n1	-18	3	-15	-2	-41	5	12	11	2	-0.7	0.0
O=Nc1c(O)[nH]c2c(F)cccc12	0	-2	25	0	3	1	18	-20	2	-1.3	-0.1
CN1CCCC(CN2c3ccccc3Sc3ccccc32)C1 (centres undefined)	19	0	-19	1	6	-10	-4	3	8	2.2	0.1
NC(=O)c1cc(-c2ccccc2)sc1NC(=O)Cc1ccc(S(=O)(=O)N2CCOCC2)s1	40	10	12	4	0	18	-2	-41	0	-2.8	-0.2
Cn1c(SCc2nc(-c3ccccc3)no2)nnc1-c1cccs1	-12	7	0	6	-3	-21	-3	-13	-3	1.5	-0.2
Cc1ccc2c(c1)C(=C(C#N)C#N)C(=O)N2CCN1CCCCC1	18	-4	4	2	1	-12	-9	-2	21	-0.5	0.0
